Assay outcomes deposited in PubChem by several laboratories.
MITF TRPM1 inh: inhibitors of MITF-dependent TRPM1 promoter reporter, primary screen, cell-based, SK-MEL-5, single point, luciferase; SK-MEL-5 TRPM1 promoter luciferase, 24 h; inhibition, % at 12.5 µM; 330,000 compounds, 0.83% hits;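 active = mean inhibition across replicates of 60% or more, whatever share of single replicates reaches that level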; also: values of inactives mirror those of a sister screen read the other way
Granule exo inh: LAMP-1 surface exposure blockers, TALL-104 cells – cell-based, flow cytometry, MLPCN library, primary screen. TALL-104 LAMP-1 surface exposure; cells stimulated with thapsigargin and PMA. inhibition, % at 10 µM. 360,000 compounds, 0.66% hits. AID 651702, 2012;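 active = inhibition above about 55%, limit read from the data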
Peg3 prom inh: Peg3 promoter-driven luciferase inhibitors, primary screen, cell-based, HeLa, luciferase luminescence; HeLa PEG-Prom luciferase reporter, overnight; inhibition, % at 20 µM; 360,000 compounds, 1.7% hits; AID 588405, 2011;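 active = inhibition of at least 50% at 20 µM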
CaV13 ICDI inh: Disruptors of the CACNA1D IQ motif to Ca2+-dependent inactivation inhibitor domain association, primary screening, Förster resonance energy transfer in intact living …; HEK cells, CFP/YFP FRET ICDI-IQ, plate reader, 10 min; percent FRET-ratio fall versus neutral wells; inhibition, % at 12.3 µM; 340,000 compounds, 0.098% hits;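 active = mean replicate inhibition of at least 30% and at least 1% of replicates passing that level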;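 also: 0% = median of the neutral control wells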
aDG glyco up: activators of alpha-DG glycosylation, primary screen, uHTS, Pro5-aDG cells, AlphaScreen | AID 624168, 2012 | alpha-DG glycosylation AlphaScreen (IIH6); 0% Pro5, 100% B10-LARGE cell signal | 360,000 compounds, 0.22% hits | activation, % at 10 µM;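 active = activation of at least 8% versus controls, or a plate z-score of at least 8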;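 also: Pro5 are CHO cells carrying HIG-tagged alpha-DG that lacks glycosylation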
HIF-2a inh: HIF-2a reporter inhibitors, primary screen, luminescence, 786-0 RCC cells; 786-0 RCC cells HIF-2a reporter, luciferase luminescence, overnight; inhibition, % at 18.8 µM; 360,000 compounds, 0.72% hits;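 active = inhibition of the luminescence signal of 40% or more relative to plate controls, in a single-dose primary screen at 18.75 µM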
NR2E3 ag-1: inhibitors of NR2E3-RetCOR corepressor binding, primary screen, NR2E3 agonist project, biochemical, TR-FRET, GST-NR2E3, biotin-RetCOR | inhibition of corepressor binding, % at 4.78 µM | 320,000 compounds, 0.12% hits | AID 2300, 2010 | 1536-well;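 active = percent inhibition above the cutoff of mean plus 3 SD of all tested compounds, set per screening campaign, cut at about 20% in these data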;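 also: 0% = DMSO wells and 100% = biotin wells as full block of FRET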
Target sequence (Q9Y5X4 whole entry, looked up): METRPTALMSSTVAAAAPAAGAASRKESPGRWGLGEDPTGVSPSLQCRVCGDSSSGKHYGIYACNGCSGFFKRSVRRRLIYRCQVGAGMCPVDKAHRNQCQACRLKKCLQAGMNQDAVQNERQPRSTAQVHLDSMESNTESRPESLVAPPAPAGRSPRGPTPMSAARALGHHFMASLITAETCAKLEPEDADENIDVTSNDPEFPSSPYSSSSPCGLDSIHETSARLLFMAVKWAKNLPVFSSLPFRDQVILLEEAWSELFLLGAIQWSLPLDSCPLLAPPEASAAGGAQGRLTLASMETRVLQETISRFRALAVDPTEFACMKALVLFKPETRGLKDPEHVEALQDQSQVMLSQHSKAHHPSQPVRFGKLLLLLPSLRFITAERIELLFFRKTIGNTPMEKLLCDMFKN
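System: GST-tagged NR2E3 plus biotinylated RetCOR corepressor; Buffer or medium: pH 7.5 Tris-based buffer; Probe or stimulus: RetCOR corepressor, biotinylated, 7 nM; Doses: compound at 4.8 µM, single dose; Schedule: 5 h incubation at 4 °C; Technique: time-resolved FRET; Evaluation: percent inhibition of TR-FRET ratio; Replication: one well per compound, singlicate testing.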
PDI turbidity: inhibitors of human PDI, primary screen, biochemical, turbidity, single point, plate reader. 350,000 compounds, 0.052% hits. PDI insulin aggregation turbidity, A650, 90 min. inhibition, % at 10 µM. AID 588391, 2011. Protein disulfide-isomerase (Homo sapiens), P07237;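 active = mean inhibition across replicates of 30% or more, whatever share of single replicates reach that level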;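 also: absorbance from insulin aggregation driven by PDI reduction with DTT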
Target sequence (P07237 whole entry, looked up): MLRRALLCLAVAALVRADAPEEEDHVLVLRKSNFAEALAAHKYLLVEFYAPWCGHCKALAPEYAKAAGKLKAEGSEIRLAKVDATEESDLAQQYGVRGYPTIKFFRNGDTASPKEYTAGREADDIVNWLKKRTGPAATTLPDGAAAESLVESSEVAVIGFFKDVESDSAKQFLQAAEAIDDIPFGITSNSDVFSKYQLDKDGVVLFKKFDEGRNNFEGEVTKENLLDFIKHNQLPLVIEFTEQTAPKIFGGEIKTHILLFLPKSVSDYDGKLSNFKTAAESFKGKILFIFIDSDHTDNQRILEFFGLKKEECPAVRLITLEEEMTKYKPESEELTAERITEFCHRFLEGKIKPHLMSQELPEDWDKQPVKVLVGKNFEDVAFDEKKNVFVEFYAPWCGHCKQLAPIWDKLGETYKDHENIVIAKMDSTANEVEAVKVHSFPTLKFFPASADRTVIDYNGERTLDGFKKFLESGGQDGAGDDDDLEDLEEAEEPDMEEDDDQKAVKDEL
Vif inh: HIV Vif self-association inhibitors, primary screen, imaging, HEK293T, single point | inhibition, % at 7.49 µM | HEK293T cells, Vif self-association by quenched fluorescence, 24 h | 340,000 compounds, 0.35% hits | AID 602346, 2012; in the data active = inhibition above about 50%, passing the limit was not always enough; also: some results filed as inactive read as strong as hits
NR2E3 ag-2: NR2E3 agonists in two-hybrid cells, primary screen, cell-based, luminescence, CHO-S, Gal4-NCOR/VP16-NR2E3 | inhibition of corepressor binding, % at 3.98 µM | Photoreceptor-specific nuclear receptor (Homo sapiens), Q9Y5X4 | luciferase | AID 602229, 2012 | 360,000 compounds, 0.35% hits;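 active = inhibition above the mean of all tested compounds plus 3 SD, cut at about 70% in these data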;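 also: 0% = DMSO with NR2E3 transfected cells and 100% = cells lacking NR2E3 construct; higher means lower luciferase signal from less NR2E3 corepressor binding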
iPSC survival up: enhancers of single-cell hiPSC survival, primary screen, ATPlite luminescence. 360,000 compounds, 0.044% hits. survival enhancement, % at 20 µM. AID 602274, 2012. 100% = ROCK inhibitor wells, 0% = DMSO; in the data active = survival enhancement above about 18%;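 also: cells exposed to compounds for 16 hours before the ATP read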
Starred values were filed as active, the others as inactive; nt = not tested or not shown. Hits appear at their usual frequency; overall some 3.5% were active at least once.

SMILES	MITF TRPM1 inh	Granule exo inh	Peg3 prom inh	CaV13 ICDI inh	aDG glyco up	HIF-2a inh	NR2E3 ag-1	PDI turbidity	Vif inh	NR2E3 ag-2	iPSC survival up
COC(=O)c1ccc(OC(=O)C2CSC3(C)CCC(=O)N23)cc1 (configuration not stated)	0.8	-0.5	0.3	-6.6	0.3	10.6	2.5	0.1	-8.8	18.2	-0.4
COc1ccc(NC(=O)N(C)C[C@@H]2Oc3ccc(NC(=O)NC(C)C)cc3CC(=O)N([C@H](C)CO)C[C@@H]2C)cc1	2.1	0.4	-2.4	-11.5	-0.3	-6.0	nt	-0.1	-0.8	-7.9	0.4
CC1CCC2(CC1)NC(=O)N(NC(=O)c1cccs1)C2=O (configuration not stated)	-8.0	1.7	-2.5	-2.3	0.3	4.3	3.4	-1.2	19.0	-13.0	-0.4
CCNC(=O)CC1C(=O)N(C)C(=S)N1NC(=O)c1ccc(Cl)cc1 (configuration not stated)	-2.0	-0.3	2.6	-5.3	0.0	9.4	0.4	-34.5	3.6	8.7	1.0
Cc1ccc(NC(=O)Nc2ccc3c(c2)nnn3C)cc1C	-13.5	17.0	-76.4	-18.9	0.1	-72.2	-0.3	6.3	-1.0	7.0	-0.2
CCOC(=O)N1CCC(NC(=O)c2cc(C(=O)Nc3ccc(S(=O)(=O)N4CCOCC4)cc3)ccc2CO)CC1	-2.3	-2.4	-0.8	0.9	-0.3	-35.8	-1.5	4.3	1.1	-12.9	-0.6
COC(=O)C1=C(C(=O)OC)[C@@H]2Nc3ccccc3[C@@]23C[C@@H](C(=O)OC)N=C3N1	-5.6	-1.9	4.4	-5.4	0.0	9.9	3.3	-3.1	-7.6	1.8	-1.3
O=C(Cn1c(NCCCO)nc2ccccc21)c1cccs1	-1.6	-2.0	-0.2	-6.1	-0.1	9.1	-3.1	0.9	6.8	-10.0	-0.8
CCNc1nc(NC(C)C)nc(N(C#N)C(C)C(=O)N(C)C)n1 (configuration not stated)	8.6	0.8	11.9	nt	-0.1	8.4	3.2	-4.5	-3.7	-0.8	-0.7
Cc1ccc(S(=O)(=O)NCCCNC(=O)OCc2ccccc2)cc1	-2.3	-4.2	1.3	-8.8	0.1	-10.4	nt	6.9	-0.2	8.9	1.0
Cc1ccc(NC(=O)Cc2ccc(F)cc2)cc1	-42.4	0.8	-102.5	nt	1.1	-120.5	3.2	-6.4	0.5	-28.5	-0.5
CCOc1ccc(C(=O)Nc2cccc(C)n2)cc1	0.5	1.3	-47.5	-3.0	-0.1	-92.2	-0.2	-2.7	19.5	-107.5	-4.2
Cc1ccc(-c2cc(C(=O)NCCc3ccccn3)c3ccccc3n2)c(C)c1	15.5	9.1	6.8	-3.7	0.1	17.3	0.4	-5.5	0.0	-43.6	0.6
Cc1c(NC(=O)CSc2nnc(N)s2)c(=O)n(-c2ccccc2)n1C	-8.3	3.7	-1.7	-2.7	-0.1	8.8	1.3	0.0	3.3	0.6	-0.9
O=C(Cc1ccc([N+](=O)[O-])cc1)NCCc1ccc2c(c1)OCO2	3.8	2.9	-4.8	-7.4	0.0	2.1	nt	-0.9	0.1	-17.4	6.2
COC(=O)C1CC2=C(CCCC2=O)N(c2ccccc2)C1=O (configuration not stated)	-5.4	0.3	1.6	-5.3	-0.2	9.0	nt	0.1	-0.9	-3.1	2.5
CCCCNC(=O)C1(C)CCCCN1C(=O)c1cc(OC)ccc1Br (configuration not stated)	nt	-5.7	11.4	-5.2	0.8	10.7	nt	-2.1	-4.9	-34.2	-2.5
O=C(Nc1ccc(Cl)cc1)OC(CN1CCCCC1)C(F)(F)F (configuration not stated)	4.7	2.8	-18.0	0.3	-0.2	-40.6	-0.1	-8.1	2.8	14.3	-1.6
COCCCN=C1NN=C(c2cc(C)n(Cc3ccccc3Cl)c2C)CS1	-15.9	45.3	-202.5	-5.6	-0.1	-76.4	-1.0	-15.8	5.5	-74.8	-0.3
O=C(CSCc1ccc(Cl)cc1)N/N=C/c1ccc(Cl)cc1Cl	7.2	-0.8	0.5	nt	0.0	3.8	0.5	-2.2	10.9	-27.0	-0.3
CC(O)Cc1cn(CC(=O)N2CCN(C(=O)OC(C)(C)C)CC2)nn1 (configuration not stated)	-0.7	50.5	6.8	-3.5	0.1	18.5	5.6	14.9	-5.4	1.9	0.0
COc1ccc(C(CNC(=O)c2ccc(NS(=O)(=O)c3ccc(F)c(C)c3)cc2)N2CCOCC2)cc1 (configuration not stated)	1.6	3.7	9.2	-1.9	0.2	5.8	3.3	-2.7	2.9	9.3	0.1
CC1CCC(NC(=O)C2CCN(S(=O)(=O)c3cccc4nonc34)CC2)CC1 (configuration not stated)	-6.9	8.5	-1.2	-4.2	0.0	1.4	-1.0	3.9	19.1	-14.2	-0.3
CCn1ccnc1CN(C)C(=O)c1cc(COc2ccc(OC)c3ccccc23)on1	24.8	-10.1	-28.9	nt	-0.2	-35.3	-0.8	5.4	-7.3	-27.4	0.3

Pulled one by one from above (2):
SMILES	MITF TRPM1 inh	Granule exo inh	Peg3 prom inh	CaV13 ICDI inh	aDG glyco up	HIF-2a inh	NR2E3 ag-1	PDI turbidity	Vif inh	NR2E3 ag-2	iPSC survival up
COc1ccc(C(CNC(=O)c2ccc(NS(=O)(=O)c3ccc(F)c(C)c3)cc2)N2CCOCC2)cc1 (configuration not stated)	1.6	3.7	9.2	-1.9	0.2	5.8	3.3	-2.7	2.9	9.3	0.1
CC1CCC(NC(=O)C2CCN(S(=O)(=O)c3cccc4nonc34)CC2)CC1 (configuration not stated)	-6.9	8.5	-1.2	-4.2	0.0	1.4	-1.0	3.9	19.1	-14.2	-0.3

(listing goes on)
SMILES	MITF TRPM1 inh	Granule exo inh	Peg3 prom inh	CaV13 ICDI inh	aDG glyco up	HIF-2a inh	NR2E3 ag-1	PDI turbidity	Vif inh	NR2E3 ag-2	iPSC survival up
CC1Cn2c(nnc2C23CC4CC(CC(C4)C2)C3)S1 (configuration not stated)	-5.8	-2.1	-3.5	-9.1	-0.1	13.0	0.7	3.1	16.2	3.1	1.1
Fc1cccc(CNCC2CCCO2)c1 (configuration not stated)	-3.9	-10.3	1.1	-10.2	0.0	9.3	2.6	0.4	1.1	-83.7	0.4
O=C(CSc1nnc(-c2ccc(F)cc2)o1)NC1CCCC1	-11.9	2.8	-11.0	-2.8	0.0	-32.7	nt	1.5	1.4	-18.1	-0.4
COc1cccc(OC)c1C(=O)Nc1ccc(C)cc1C(=O)c1ccccc1	11.3	1.3	16.1	-5.4	0.0	26.2	0.8	-2.2	2.5	-22.4	-0.3
COc1ccc(CCC(=O)Nc2ccc3c(c2)OCO3)cc1OC	-6.0	-4.1	-1.4	-3.7	0.2	7.9	2.5	10.5	-2.8	-9.5	-0.2
CC(CNS(=O)(=O)c1ccc(Br)cc1)CN(C)C (configuration not stated)	-11.1	5.9	-1.5	-5.6	-0.1	15.3	0.8	11.8	-0.9	-7.8	-0.5
CCc1noc(C)c1C(=O)NNC(=O)c1ccc(F)cc1	-6.7	-3.2	1.0	-6.8	-0.2	3.6	-0.2	2.1	8.5	-27.5	1.8
O=C(NCCN1CCCCC1)Nc1ccc(Cl)cc1	-6.1	30.7	-7.4	0.0	0.1	-14.4	4.0	5.8	-5.3	15.9	-0.4
COc1cccc(NC(=O)c2ccccc2Br)c1	-54.4	-7.5	-195.7	-4.1	-0.1	-225.0	2.1	1.0	-3.5	-78.2	0.9
O=C(CSCc1ccc(Br)cc1)NCCc1ccccc1	-5.5	-2.1	12.6	-21.2	0.1	2.5	1.0	4.8	-0.4	-11.0	-0.2
O=C(NC1CCN(Cc2ccccc2)CC1)c1ccccc1OCc1ccccc1Cl	-5.4	-1.0	21.5	nt	0.0	8.0	-0.2	2.3	-3.3	12.1	-0.1
CCc1ccc(N(CC(=O)NC(C)C)C(=O)CCC(=O)Nc2ccccn2)cc1	2.9	-0.1	7.0	-4.9	-0.1	23.4	6.5	-6.8	-0.8	7.7	0.2
COc1ccc(N2CCN(C(=O)CN3C(=O)c4ccccc4S3(=O)=O)CC2)cc1	-4.4	1.5	8.3	nt	0.1	6.6	1.1	3.5	nt	17.8	-1.6
COc1cccc(-n2cc(C(=O)NCCCOC(C)C)c3ccccc3c2=O)c1	-18.2	-7.3	8.6	-16.7	0.0	16.0	1.2	2.2	-7.7	-9.3	1.4
COc1cccc(-c2nc(=S)c3c(n2CCCO)CCCC3)c1	7.9	-3.3	2.4	-9.3	0.1	-13.3	4.5	-7.4	-0.6	9.9	-4.6
Cc1onc(-c2ccccc2Cl)c1C(=O)N(Cc1nc(-c2ccccc2)no1)C1CCCCC1	13.5	-0.7	26.5	-5.8	0.1	-10.9	5.1	-1.6	-26.4	0.5	4.7
CCOC(=O)c1c(CSc2ccccc2)oc2cc(Br)c(O)c(CN(C)C)c12	7.3	3.8	12.1	-5.2	0.1	1.1	2.7	15.1	-3.0	-11.5	-0.2
O=C(COC(=O)c1cnccn1)Nc1cccc2ccccc12	-6.2	2.8	3.1	-3.1	0.6	3.7	4.5	-0.3	14.5	-27.7	-0.1
Cc1ccc(NC(=O)c2cc([N+](=O)[O-])ccc2NCc2cccnc2)cc1	6.3	-4.7	-5.8	-4.6	0.3	-41.1	0.2	2.7	-1.9	-14.3	3.3
CCCc1nnc(NC(=O)CCC(=O)N2CCN(Cc3ccc(OC)c(F)c3)CC2)s1	8.1	0.0	-4.9	-4.0	0.4	3.6	1.5	-0.9	-2.6	-16.8	0.1
COc1cc(OC)c(OC)cc1CN1CCSCC1	3.4	1.0	5.5	-4.0	0.0	23.8	nt	6.3	1.3	-12.6	-0.5
O=C1NCCCC1C(=O)N/N=C/c1cccc([N+](=O)[O-])c1 (configuration not stated)	-5.4	-4.1	4.5	-5.2	-0.1	23.4	0.5	-15.5	nt	-28.7	-0.4
O=C(CCn1c(=S)oc2ccccc21)Nc1cccc(O)c1	1.7	-6.8	6.9	-6.2	-0.2	6.2	2.8	-1.6	-3.3	-13.9	0.2
Cc1ccc(C(=O)NCC(=O)NNC(=O)CN(C)S(=O)(=O)c2ccc(Cl)cc2)s1	-4.6	0.4	1.6	-5.9	0.0	7.3	-1.2	-1.6	1.2	0.8	-0.6
CCN(CC(=O)Nc1c(F)cccc1F)C(=O)COc1cccc2c1OC(C)(C)C2	5.8	6.9	-1.1	-14.2	-0.1	6.2	-0.1	8.4	-6.6	-37.8	-0.1
CNC(=O)C[C@H]1C(=O)N(CCc2ccccc2)C[C@@H]1c1ccc(OC)cc1	nt	5.6	-2.5	-5.6	0.3	-3.5	nt	1.1	-1.5	-6.4	0.1
